High-throughput results from PubChem.
SR-BI DiI-HDL act: enhances SR-BI lipid uptake from DiI-HDL; hit rate 0.096% among 320,000; AID 504775; CHO ldlA[mSR-BI] cells, DiI-HDL uptake fluorescence, 3 h; 100 = double the neutral-control signal; activation, % at 12.5 µM;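 active means mean replicate activation of at least 60% and every replicate at or above 60%; inconclusive means mean or all-replicate condition met, but not both; inactive means mean below 60% and not all replicates reaching 60%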;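 further: 0% = median plate neutral-control signal and 100% = twice that signal; values of inactives mirror those of a sister screen read the other way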
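material = CHO ldlA[mSR-BI] cells | medium = Ham's F12 with 0.5% BSA, HEPES 25 mM, pH 7.4 | reagent = fluorescent DiI-HDL, 10 µg/mL final | compound dosing = single-point compound dose | incubation = 3 h, 37 °C | measured by = bottom-read fluorescence, 550/595 nm | measure = HDL uptake via cellular fluorescence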
RTF Ca sens act: increases calcium sensitivity of human cardiac regulated thin filaments | IANBD-labeled TnC RTF fluorescence at EC20 calcium; 0% EC20 calcium, 100% full calcium | activation, % at 7.2 µM | hit rate 0.24% among 340,000;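 active means activation above the mean over all tested compounds plus 3 SD, cut at about 30% in these data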;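 further: rise in fluorescence read as greater calcium sensitivity of cardiac thin filaments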
HTR5A ag: HTR5A agonism, opioid heterodimer counter-screen; activation, % at 9.3 µM; HTR5A agonist assay, luminescence, cell-based; P47898; hit rate 0.61% among 340,000; in the data active means activation mostly above about 9.5%, no sharp cut-off; inactive means mostly below about 7.6%;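 further: 0% = cells with vehicle only and 100% = reference agonist; strong numbers were not always called active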
Rtt109 Vps75: inhibitors of Candida albicans Rtt109/Vps75 histone acetyltransferase | Q5AAJ8 | purified Rtt109/Vps75, ThioGlo CoA-SH fluorescence, 4 h | inhibition, % at 34.9 µM | hit rate 0.16% among 330,000;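 active means inhibition of at least 50% in every replicate; inconclusive means best replicate reaches 50% inhibition but some replicates fall short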
Target sequence (Q5AAJ8 whole entry, looked up): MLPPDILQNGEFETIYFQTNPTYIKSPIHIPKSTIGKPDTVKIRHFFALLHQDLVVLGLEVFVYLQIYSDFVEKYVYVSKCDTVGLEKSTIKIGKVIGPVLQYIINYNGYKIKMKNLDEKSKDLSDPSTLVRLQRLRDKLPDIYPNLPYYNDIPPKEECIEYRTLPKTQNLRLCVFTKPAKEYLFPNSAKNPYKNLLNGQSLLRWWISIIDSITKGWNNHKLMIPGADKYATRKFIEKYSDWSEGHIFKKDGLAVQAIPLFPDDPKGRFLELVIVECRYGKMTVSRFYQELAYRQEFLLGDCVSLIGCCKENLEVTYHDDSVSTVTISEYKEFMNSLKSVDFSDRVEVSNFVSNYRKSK
PvdQ acylase: blocks Pseudomonas aeruginosa PvdQ acylase activity; purified PvdQ acylase, fluorescence plate reader; inhibition, % at 10 µM; hit rate 0.063% among 340,000; AID 488965; in the data active means inhibition above about 30%, passing the limit was not always enough; inconclusive means no clear call, values can overlap the other calls;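 further: 0% = vehicle neutral wells and 100% = reference inhibitor wells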
CDK5 inh: CDK5/p35 (human) kinase inhibition; Q00535+Q15078; Recombinant CDK5/p35, ADP-Glo luminescence, 60 min; inhibition, % at 10 µM; hit rate 0.01% among 330,000;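 active means highest replicate inhibition of at least 50% and at least 75% of replicates reaching 50%; inconclusive means only one of the two criteria met; inactive means both criteria failed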;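 further: plate controls were DMSO neutral control for no effect and GW8510 at 10 µM for full effect; many of its hits are not listed in these tables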
dFosB activator: activators of mouse delta FosB homodimer; P13346; purified delta FosB, TAMRA-CDK5 oligo fluorescence polarization; percent of positive-control signal above neutral wells; activation, % at 25 µM; hit rate 0.99% among 340,000;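 active means mean activation above about 17%, with every replicate also reaching it, limit read from the data, passing the limit was not always enough; inconclusive means only one of the two conditions met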;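 further: fluorescence polarization rise as delta FosB binds a TAMRA Cdk5 AP-1 oligo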
Wnt bcat act: activators of Wnt/beta-catenin signaling; Wnt/beta-catenin reporter cell assay, activator, plate reader; hit rate 1.2% among 300,000; AID 743398; activation, % at 9.35 µM; in the data active means activation above about 30%, passing the limit was not always enough; inconclusive means no clear call, values can overlap the other calls;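 further: 0% = neutral control wells and 100% = positive control wells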
MITF act: MITF TRPM1 promoter activation in melanoma cells; SK-MEL-5 TRPM1-promoter luciferase, 24 h; % of positive control, neutral wells = 0; activation, % at 12.5 µM; hit rate 0.75% among 300,000;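 active means mean activation of at least 80% with every replicate also reaching 80%; inconclusive means mean reaches 80% but some replicate falls short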;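 further: 0% = neutral control wells and 100% = parthenolide positive control wells; values of inactives mirror those of a sister screen read the other way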
SR-BI DiI inh: inhibitors of mouse SR-BI mediated HDL lipid uptake. hit rate 0.96% among 320,000. Q61009. ldlA[mSR-BI] CHO cells, DiI-HDL uptake fluorescence, 3 h. inhibition, % at 12.5 µM;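 active means mean replicate inhibition of at least 70% and a set share of replicates each scoring 70 or more; inconclusive means meets just one of the two criteria; inactive means fails both criteria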;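 further: 0% = median of neutral control wells and 100% = median of positive control wells; values of inactives mirror those of a sister screen read the other way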
Target sequence (Q61009 whole entry, looked up): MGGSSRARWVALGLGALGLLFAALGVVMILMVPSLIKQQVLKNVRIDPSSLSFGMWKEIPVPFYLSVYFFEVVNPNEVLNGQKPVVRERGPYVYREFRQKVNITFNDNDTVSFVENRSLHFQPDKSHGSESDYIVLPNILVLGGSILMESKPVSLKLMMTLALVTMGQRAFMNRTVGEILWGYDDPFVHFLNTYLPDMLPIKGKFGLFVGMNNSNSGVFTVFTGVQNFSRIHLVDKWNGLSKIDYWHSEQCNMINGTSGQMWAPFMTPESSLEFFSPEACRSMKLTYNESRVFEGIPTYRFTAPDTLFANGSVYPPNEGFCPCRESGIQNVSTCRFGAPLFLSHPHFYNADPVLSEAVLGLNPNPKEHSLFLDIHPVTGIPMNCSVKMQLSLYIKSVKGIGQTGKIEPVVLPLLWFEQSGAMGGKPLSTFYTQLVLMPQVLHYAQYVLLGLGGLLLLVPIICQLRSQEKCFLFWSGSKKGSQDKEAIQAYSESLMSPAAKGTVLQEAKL
* hit, by the source's call; ? = inconclusive; . = no result given.

SMILES	SR-BI DiI-HDL act	RTF Ca sens act	HTR5A ag	Rtt109 Vps75	PvdQ acylase	CDK5 inh	dFosB activator	Wnt bcat act	MITF act	SR-BI DiI inh
Cc1ccc(C(=O)NC2CC(C)(C)NC(C)(C)C2)cc1Cl	-1	-2	0	27	-5	1.2	-7	-1	.	1
Cc1ccc(/C=C2\SC(=S)N(CCC(=O)N3CCCCC3)C2=O)cc1	9	-6	3	6	2	-0.5	-5	0	-7	-9
COC(=O)CN(C)C(=O)c1cccc(OC2CCN(S(=O)(=O)N(C)C)CC2)c1	-16	1	-1	7	-12	2.3	1	3	18	16
CCC1(CC)C(=O)NC(=O)NC1=Nc1ccccc1	9	1	-3	.	6	-0.6	-7	0	2	-9
CCC(C)C(NC=C1C(=O)OC(C)(C)OC1=O)C(=O)O (stereo not drawn)	25	-2	2	12	7	-0.6	5	.	1	-25
CN(Cc1ccccc1)C(=O)c1cc(=O)[nH]c2ccccc12	10	-3	-1	9	3	-0.7	11	1	.	-10
COc1cc(NC(C)=O)c2ncccc2c1[N+](=O)[O-]	8	-3	3	-30	-18	-1.7	-3	0	1	-8
CN1CCc2nc(NC(=O)COc3ccc(C#N)cc3)sc2C1	17	5	-2	-1	-13	-0.4	1	-2	-8	-17
Cc1cc2ncc(S(C)(=O)=O)c(N)n2n1	-2	-1	2	-2	-13	0.1	-7	-1	-10	2
CC(C)c1onc(C(=O)Nc2cccnc2Cl)c1[N+](=O)[O-]	7	-6	-4	3	-21	-8.7	3	-5	-9	-7
O=C1C2C3C=CC(C4CC34)C2C(=O)N1c1cccc2ccccc12 (stereo not drawn)	2	4	1	-81	-18	2.8	-3	3	2	-2
O=C(CNC(=O)c1cccs1)NCC(=O)OCc1ccccc1Br	-14	1	-4	-1	-13	-0.5	6	-2	2	14
COc1ccc(CNc2ncc(-c3ccc(Br)cc3)n2C)cc1OC	-2	-2	0	9	-18	0.6	-10	-1	-5	2
CCOC(=O)c1sc(=S)n(CC)c1NC(=O)CC	-28	4	-3	6	13	0.7	2	.	-6	28
CCCCN(C)CCC(=O)Nc1ccc(Cl)cc1	6	6	-1	22	1	-0.2	1	.	14	-6
O=C(CCCn1c(SCC(=O)NCCc2ccccc2)nc2ccccc2c1=O)NCC1CCCO1 (stereo not drawn)	1	-2	-2	12	4	-1.3	5	0	6	-1
Cc1cccc(C)c1NS(=O)(=O)c1ccc(-c2ccc(=O)[nH]n2)o1	9	-1	-3	7	7	-1.1	2	-2	2	-9
Cn1c(=O)[nH]c(=O)c2c1nc(NCCN)n2CCOc1ccccc1	-9	-4	2	-8	-17	-0.9	-3	-1	-2	9
CCCN1CCC(=O)N([C@H](CSc2ccc(Br)cc2)Cc2ccccc2)CC1	15	-5	-5	-10	-4	-0.3	0	-3	6	-15
COc1ccc(-c2cn(-c3ccccc3)c(=S)[nH]2)cc1OC	-14	1	0	-1	18	0.9	-7	5	17	14
COCCCn1c(SCC(=O)N(C)C)nnc1-c1ccccc1	-5	-2	4	-1	-5	-1.0	2	-2	13	5
CCN(CC)S(=O)(=O)c1ccc(NC(=O)C(C)N(c2ccc(OC)cc2)S(C)(=O)=O)cc1 (stereo not drawn)	-7	7	3	-4	8	1.1	-1	.	-3	7
O=[N+]([O-])c1ccc(S(=O)(=O)Nc2ccncc2)cc1	7	5	-1	-4	-11	-1.3	-4	-1	.	-7
COc1ccc(OCC(=O)Nc2ccc(S(=O)(=O)N3CCN(C)CC3)cc2)cc1	10	.	.	6	-12	-1.4	-5	-3	12	-10
CSc1ncnc2[nH]ccc12	15	1	0	-9	-9	0.7	-9	-2	3	-15
CCN1C(=O)/C(=C2/C=CC=CN2C)SC1=S	.	-1	-1	-1	-3	-2.4	-1	0	0	.
CC(=O)N1CCN(C(=O)CCc2c[nH]c3ccccc23)CC1	-2	6	5	0	-17	-0.5	2	-1	7	2
COc1ccc(S(=O)(=O)Nc2cccc3c2O[C@H](CN(C)Cc2ccncc2)[C@@H](C)CN([C@H](C)CO)C3=O)cc1	-5	-1	0	2	-13	1.3	-9	-5	-7	5
COc1ccc(C2CC(c3ccc(Br)cc3)=NN2C(=O)CCC(=O)O)cc1OC (stereo not drawn)	23	-8	3	7	4	2.2	-10	-3	-6	-23
Cc1cc(C)cc(Nc2nc3ccccc3c(=O)[nH]2)c1	-28	7	3	-2	-11	-6.2	-7	.	6	28

Single records (already shown). Screens in order: SR-BI DiI-HDL act, RTF Ca sens act, HTR5A ag, Rtt109 Vps75, PvdQ acylase, CDK5 inh, dFosB activator, Wnt bcat act, MITF act, SR-BI DiI inh
O=[N+]([O-])c1ccc(S(=O)(=O)Nc2ccncc2)cc1 reads 7, 5, -1, -4, -11, -1.3, -4, -1, ., -7
COc1ccc(OCC(=O)Nc2ccc(S(=O)(=O)N3CCN(C)CC3)cc2)cc1 reads 10, ., ., 6, -12, -1.4, -5, -3, 12, -10
CC(=O)N1CCN(C(=O)CCc2c[nH]c3ccccc23)CC1 reads -2, 6, 5, 0, -17, -0.5, 2, -1, 7, 2
COc1ccc(S(=O)(=O)Nc2cccc3c2O[C@H](CN(C)Cc2ccncc2)[C@@H](C)CN([C@H](C)CO)C3=O)cc1 reads -5, -1, 0, 2, -13, 1.3, -9, -5, -7, 5
COc1ccc(C2CC(c3ccc(Br)cc3)=NN2C(=O)CCC(=O)O)cc1OC (stereo not drawn) reads 23, -8, 3, 7, 4, 2.2, -10, -3, -6, -23

Next section.
SMILES	SR-BI DiI-HDL act	RTF Ca sens act	HTR5A ag	Rtt109 Vps75	PvdQ acylase	CDK5 inh	dFosB activator	Wnt bcat act	MITF act	SR-BI DiI inh
CCCC1(c2ccsc2)NC(=O)NC1=O (stereo not drawn)	11	-3	-2	11	0	1.0	-2	-2	3	-11
CCC(=O)NC(=S)Nc1cc(C(=O)O)ccc1OC	1	6	-1	-2	-17	-1.2	1	17	0	-1
CCOC(=O)N1CCN(C(=O)c2cccn3c(=O)c4cc(Br)ccc4nc23)CC1	-22	0	2	-80	-6	-2.1	-10	0	1	22
COCCN(C(=O)CSc1nc2nc(C)cc(C)n2n1)c1c(N)n(Cc2ccccc2)c(=O)[nH]c1=O	13	5	1	-9	-4	0.8	-7	-1	-2	-13
O=C(Nc1cc(Cl)cc(Cl)c1)C1CCC(=O)N1Cc1ccccc1Cl (stereo not drawn)	-18	-3	5	1	-4	0.9	-5	-4	0	18
CC(=O)c1cc2c(cc1NC(=O)CSc1ccc(S(=O)(=O)N(C)C)cn1)OCO2	-8	2	6	-4	-8	1.5	-7	0	.	8
COC(=O)C1CCN(C(=O)COC(=O)c2cccc(NS(=O)(=O)c3ccccc3)c2)CC1	-2	3	5	0	5	3.7	-1	-2	3	2
COc1cc(C(=O)O[C@H]2C/C(C)=C/CC[C@]3(C)O[C@@H]3C(O)C2C(C)C)cc(OC)c1OC (stereo partly drawn)	.	-2	-2	-6	-5	-0.5	-18	0	-4	.
O=C(CCC1CCCN(C(=O)c2ccoc2)C1)NCc1ccc(F)c(F)c1 (stereo not drawn)	10	3	7	5	-14	-0.6	-15	-1	-10	-10
O=C(Nc1ccc(Cl)cc1)C1C2CCCCC21 (stereo not drawn)	-3	2	2	-7	-7	1.6	-8	20	.	3

Overlap with the part before: five entries, followed by the next part.
SMILES	SR-BI DiI-HDL act	RTF Ca sens act	HTR5A ag	Rtt109 Vps75	PvdQ acylase	CDK5 inh	dFosB activator	Wnt bcat act	MITF act	SR-BI DiI inh
CC(=O)c1cc2c(cc1NC(=O)CSc1ccc(S(=O)(=O)N(C)C)cn1)OCO2	-8	2	6	-4	-8	1.5	-7	0	.	8
COC(=O)C1CCN(C(=O)COC(=O)c2cccc(NS(=O)(=O)c3ccccc3)c2)CC1	-2	3	5	0	5	3.7	-1	-2	3	2
COc1cc(C(=O)O[C@H]2C/C(C)=C/CC[C@]3(C)O[C@@H]3C(O)C2C(C)C)cc(OC)c1OC (stereo partly drawn)	.	-2	-2	-6	-5	-0.5	-18	0	-4	.
O=C(CCC1CCCN(C(=O)c2ccoc2)C1)NCc1ccc(F)c(F)c1 (stereo not drawn)	10	3	7	5	-14	-0.6	-15	-1	-10	-10
O=C(Nc1ccc(Cl)cc1)C1C2CCCCC21 (stereo not drawn)	-3	2	2	-7	-7	1.6	-8	20	.	3
COc1cccc(CNS(=O)(=O)c2ccc3c(c2)C(C)(C)C(=O)N3C)c1	-9	-3	1	-3	-3	0.4	-4	.	19	9
Cc1cccc(CCNC(=O)CCS(=O)(=O)c2ccc3nc(C)sc3c2)c1	12	-2	1	17	-3	1.3	-5	-1	-2	-12
O=c1[nH]c(=O)n(Cc2ccccc2)c2nc(-c3ccc(Oc4ccc(F)cc4)c([N+](=O)[O-])c3)n(CCO)c12	-11	0	3	-4	-6	1.3	-4	-4	7	11
CCOC(=O)C1=C(CN2CCN(c3ccc(F)cc3)CC2)NC(=O)NC1c1cccs1 (stereo not drawn)	-78	-2	3	?	-5	-1.6	-5	-2	-14	78*
CSc1ccc(S(=O)(=O)Nc2ccc(NC(C)=O)cc2)cc1	3	1	2	-17	-10	0.7	5	-1	-8	-3
Cc1nn(CCC(=O)O)c2nc(-c3cccnc3)cc(C(F)(F)F)c12	10	9	1	0	-13	0.7	-19	.	-7	-10
NC(=O)C1CCN(C(c2ccccc2Cl)c2nnnn2CC2CCCO2)CC1 (stereo not drawn)	29	-4	-2	-3	-11	-0.5	-1	.	0	-29
CCCc1oc(C(=O)O)cc1CN	11	-2	1	-1	-20	1.1	-6	0	1	-11
CO/N=C/NC(=O)c1c(OC)ccnc1Oc1ccc(F)cc1	37	6	13	6	8	7.2	1	-1	-12	-37
CC1=CS(=O)(=O)CC1SC(=S)N(C)C1CCS(=O)(=O)C1 (stereo not drawn)	1	5	-2	-3	-15	-1.3	-2	-1	-9	-1
O=C(CCSc1nc(-c2ccc3c(c2)OCO3)cc(C(F)(F)F)n1)NCc1ccco1	-83	2	6	1	-12	-0.1	-6	-2	.	82*
CCOC(=O)C1CCCN(C(=O)C2CCN(S(=O)(=O)c3c(C)noc3/C=C/c3ccccc3F)CC2)C1 (stereo not drawn)	-25	4	1	6	-17	-0.9	-14	2	-10	25
O=C(NCCN1CCCC1)C(c1ccccc1)c1ccccc1	3	-5	2	2	4	1.1	4	-1	.	-3
COc1ccc(CN(C)CC(O)COC(c2ccc(OC)cc2)c2ccc(OC)cc2)cc1 (stereo not drawn)	.	-3	3	5	-10	-3.5	-1	-2	17	.
Nc1nc2nccc(-c3cccnc3)n2n1	28	7	4	-3	9	0.5	-1	-2	-2	-28
